Pf growth 48h: inhibits P. falciparum growth in the first generation, 48 h; Potency, µM (doses to about 28.7 µM), without a hit: at the top dose activity change, negative = inhibition, usual class: inhibitors; P. falciparum luciferase growth in erythrocytes, 48 h; hit rate 5.9% among 310,000; note: potency is the fitted concentration of half-maximal effect; % is set by controls: 0 for no effect and ±100 for the full control effect
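First compound was added to culture medium, then infected red cells at 0.1% parasitemia and 2% hematocrit (final). After incubation at 37 C under 5% CO2, luciferase detection reagent was dispensed and light output recorded.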
TbPYK inhibitor: blocks Trypanosoma brucei pyruvate kinase. Q57TT1. AID 624173. hit rate 0.12% among 410,000. Potency, µM (highest dose often 76.8 µM), for the others: at the highest dose activity, negative = inhibition, most hits filed as inhibitors. TbPYK enzyme, Kinase-Glo Plus ATP luminescence, 45 min; note: potency is the fitted concentration of half-maximal effect; % is set by controls: 0 for no effect and ±100 for the full control effect; nearly all actives have a fitted effect of over 50% in size
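In this concentration-response screen, enzyme-free wells defined baseline while DMSO plates tracked drift. Each reaction combined TbPYK, substrate, compound and 130 uM ADP for 45 min at room temperature. Kinase-Glo Plus luminescence gave the signal.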
CHX counter: counter-screen hit for Shiga toxin inhibitors, cycloheximide | cell reporter, cycloheximide protein synthesis inhibition counterscreen | max response, % | hit rate 12% among 300,000; in the data active = max response mostly above about 13%, no sharp cut-off; inactive = mostly below about 14%; note: read at 38.3 µM for the half of the compounds with a filed dose; 0% is about no effect
HCV inhibitor: HCV inhibition | Huh7.5.1 HCVcc-Cre infection, luciferase reporter, 44 h | Potency, µM (highest dose often 41.8 µM), inactives show at the top dose activity change, negative = inhibition, hits mostly inhibitors | hit rate 3.4% among 340,000; note: potency is the fitted concentration of half-maximal effect; % is set by controls: 0 for no effect and ±100 for the full control effect
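1,000 cells/well; 4 h culture; + compound; + HCVcc-Cre (~0.5 moi); 44 h; luciferase substrate, RT 15 min; read 15 sec.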
Pf growth 96h: P. falciparum growth inhibition at 96 hour, primary screen for plastid delayed-death inhibitors. Potency, µM (series often up to 28.7 µM), for the others: at the top dose activity change, negative = inhibition, actives largely listed as inhibitors. AID 504834. hit rate 6.9% among 320,000. P. falciparum luciferase reporter growth, 96 h; note: potency is the fitted concentration of half-maximal effect; % is set by controls: 0 for no effect and ±100 for the full control effect
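96 h incubation, 37 C, 5% CO2, of luciferase-reporter P. falciparum-infected RBCs (2% hematocrit, 0.05% parasitemia final) with test compounds; endpoint luminescence.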
Shiga toxin inh: Shiga toxin inhibition; Vero cells, Shiga toxin protein synthesis inhibition reporter; inhibition, % at 38.7 µM; hit rate 9.2% among 290,000; AID 2315; in the data active = inhibition mostly above about 28%, no sharp cut-off; inactive = mostly below about 43%; note: 0% is about no effect
LmPK inh: blocks Leishmania mexicana pyruvate kinase activity; Q27686; purified LmPK, Kinase-Glo ATP luminescence, 1 h; Potency, µM (top dose mostly 57.5 µM), for inactives: at the top dose activity change, negative = inhibition, most hits filed as inhibitors; hit rate 0.37% among 290,000; note: potency is the fitted concentration of half-maximal effect; % is set by controls: 0 for no effect and ±100 for the full control effect
Target sequence (Q27686 whole entry, looked up): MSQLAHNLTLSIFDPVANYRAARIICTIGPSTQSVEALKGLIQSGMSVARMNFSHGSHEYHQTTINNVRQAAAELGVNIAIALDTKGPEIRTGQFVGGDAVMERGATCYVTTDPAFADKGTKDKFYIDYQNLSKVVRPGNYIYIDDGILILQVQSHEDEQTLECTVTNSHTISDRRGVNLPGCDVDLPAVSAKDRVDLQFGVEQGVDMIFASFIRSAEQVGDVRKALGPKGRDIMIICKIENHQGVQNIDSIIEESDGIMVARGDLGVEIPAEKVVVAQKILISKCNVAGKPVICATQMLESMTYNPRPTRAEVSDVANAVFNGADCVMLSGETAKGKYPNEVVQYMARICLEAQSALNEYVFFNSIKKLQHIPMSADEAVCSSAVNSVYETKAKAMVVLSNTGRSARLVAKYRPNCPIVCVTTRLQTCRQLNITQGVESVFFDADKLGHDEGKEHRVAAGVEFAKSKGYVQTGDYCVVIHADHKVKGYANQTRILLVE
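0.1 nM LmPK, 0.5 mM PEP, 0.1 mM ADP; 50 mM imidazole pH 7.2, 7 mM MgCl2, 50 mM KCl; 1 h RT. Kinase-Glo luminescence readout, normalized to no-enzyme (full inhibition) and uninhibited wells.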
Active calls of the source: *; ? = inconclusive; . = not tested or not shown; & = joins results of further samples; [ ] = remark or other dose. Unless noted, calls come from the whole dose curve; as a rule, active = well fitted curve in the direction sought with a large enough effect; inconclusive = small, poorly fitted or top-dose-only effect, or another doubt; inactive = no such curve, though single readings can be large; an effect the other way counts as inactive or inconclusive.

SMILES	Pf growth 48h	TbPYK inhibitor	CHX counter	HCV inhibitor	Pf growth 96h	Shiga toxin inh	LmPK inh
O=C(NNc1ccc(-c2csnn2)cc1)c1ccccc1C(F)(F)F	?	-5%	-3	-4%	34%[activator]	-3	2%
Cc1ccc(NC(=O)c2ccc(F)cc2)cc1S(=O)(=O)N1CCCCCC1	-16%	-1%	-2	?	?	4	-3%
Fc1ccc2[nH]c3c(N4CCN(c5ccccc5)CC4)ncnc3c2c1	13µM*	-4%	2	7.9µM*	12µM*	9	1%
CC(=O)N1CCN(CC(=O)Nc2ccccc2Sc2ccc(Cl)cc2)CC1	?	2%	-2	?	?	-3	2%
O=C(NCc1cccs1)C1CCCN(c2nc3ccccc3o2)C1 (stereo unspecified)	?	-5%	-2	-23%	5.2µM*	3	-1%
CC1Cc2ccccc2N1C(=O)COC(=O)c1ccc(N(C)C)cc1 (stereo unspecified)	?	0%	.	?	?	.	.
CCC1Oc2ccc(C)cc2N(CC(=O)NCCC2=CCCCC2)C1=O (stereo unspecified)	?	-1%	-2	?	31%[activator]	-2	0%
C=CCNc1nc(-c2ccccn2)nnc1-c1ccccc1	.	-6%	-3	?	1.7µM*	4	0%
COc1cc(CC(=O)OCC(=O)Nc2ccc(N3CCOCC3)cc2)cc(OC)c1OC	13%	-2%	3	6%	1%	-18	-3%
COCC(=O)Nc1nc(-c2ccccc2)ns1	110%[activator]	-4%	35*	4%&26%	.	41	0%
CCOC(=O)C1CCCN(S(=O)(=O)c2ccc3c(c2)N(C(C)=O)CCO3)C1 (stereo unspecified)	10%	-11%	-3	12%	-2%	-6	-1%
COc1cccc(NC(=O)NC2CCCc3ccccc32)c1 (stereo unspecified)	0%	2%	6	?	?	3	2%
O=C(NC1CC1)c1cccc(S(=O)(=O)Nc2ccccc2F)c1	3%	-5%	.	-6%	9%	.	.
Cn1nnnc1SCCCNCc1ccccc1OCc1ccccc1Cl	.	4%	-11	.	.	-9	.
CCn1c(CSc2nnc(-c3ccoc3C)n2C)nc2cc(S(=O)(=O)N(C)C)ccc21	-28%	0%	2	-22%	0%	-7	-3%
C/C(=N\NC(=O)c1nn(C)cc1Cl)c1ccncc1	19%	-11%	31*	3%	7%	46*	1%
CCOC(=O)c1sc(=NC(=O)c2cc(OC)c(OC)c(OC)c2)n(C)c1C	-7%	-6%	0	-4%	?	-12	9%
COc1cc(/C=N/N(CCO)C2=NS(=O)(=O)c3ccccc32)cc(OC)c1OC	.	-21%	-1	?	-18%	-2	-3%
O=C(c1cccs1)n1nc(-c2ccco2)nc1SCc1ccccc1	.	5%	26*	7%	?	41*	1%
C=CCn1c(SCC(=O)NNC(=O)Nc2cccc(Cl)c2)nnc1-c1ccccc1	-5%	3%	1	-18%	12%	19	1%
CC(CN1CCC(O)CC1)c1ccccc1 (stereo unspecified)	98%[activator]	0%	-2	-12%	495%[activator]	-5	0%
CCCCCOC(=O)Cn1c(N2CCOCC2)nc2c1c(=O)[nH]c(=O)n2C	-6%	-16%	7	11%	-5%	-14	8%
COc1ccc(-c2cc(C(F)(F)F)n3nc(C(=O)N4CCC5(CC4)OCCO5)cc3n2)cc1OC	?	-8%	-3	?	.	-23	-4%
COc1cc(O)c(C(CCN2CCCC2)c2ccc(N(C)C)cc2)c(OC)c1 (stereo unspecified)	2.9µM*	-5%	-2&-1	-2%	3.3µM*	-8&9	3%
COC(=O)c1sc(-c2ccc(Cl)cc2)cc1NC(=O)CSCC(=O)O	-3%	0%	-2	19%	16%	1	1%

6 entries from above in another layout:
Every second line gives: Pf growth 48h | TbPYK inhibitor | CHX counter | HCV inhibitor | Pf growth 96h | Shiga toxin inh | LmPK inh
CCn1c(CSc2nnc(-c3ccoc3C)n2C)nc2cc(S(=O)(=O)N(C)C)ccc21
 : -28% | 0% | 2 | -22% | 0% | -7 | -3%
C/C(=N\NC(=O)c1nn(C)cc1Cl)c1ccncc1
 : 19% | -11% | 31* | 3% | 7% | 46* | 1%
CCOC(=O)c1sc(=NC(=O)c2cc(OC)c(OC)c(OC)c2)n(C)c1C
 : -7% | -6% | 0 | -4% | ? | -12 | 9%
COc1cc(/C=N/N(CCO)C2=NS(=O)(=O)c3ccccc32)cc(OC)c1OC
 : . | -21% | -1 | ? | -18% | -2 | -3%
O=C(c1cccs1)n1nc(-c2ccco2)nc1SCc1ccccc1
 : . | 5% | 26* | 7% | ? | 41* | 1%
C=CCn1c(SCC(=O)NNC(=O)Nc2cccc(Cl)c2)nnc1-c1ccccc1
 : -5% | 3% | 1 | -18% | 12% | 19 | 1%

Other structures:
SMILES	Pf growth 48h	TbPYK inhibitor	CHX counter	HCV inhibitor	Pf growth 96h	Shiga toxin inh	LmPK inh
O=C(c1ccccc1Cl)N1N=C(c2ccc(Br)cc2)CC1c1nc2ccccc2[nH]1 (stereo unspecified)	3%	-10%	17*	11µM*	52%[activator]	28	9%
COC(=O)c1c2c(nc3ccccc13)CCC2	.	-3%	7	?	?	-6	-2%
O=C(c1ccc(Cl)c(S(=O)(=O)N2CCCC2)c1)N1CCN(c2ccc(F)cc2)CC1	?	-2%	-2	?	?	-7	1%
NC(=O)c1ccc(NC(=O)COC(=O)c2cc(S(=O)(=O)N3CCOCC3)ccc2N2CCCCC2)cc1	14%	1%	7	7%	-2%	24	5%
CCCNC(=O)NNC(=O)c1ccc(F)cc1	-28%	-21%	6	-29%	20%	16	-3%
O=C(CSc1nc2[nH]ncc2c(=O)[nH]1)N1CCCC1	10%	1%	-3	-3%	-22%	-8	-1%
CCOC(=O)C1=C(C)NC(C)=C(C(=O)OCC)C1C(=O)OCC(=O)N(CC)C1CCS(=O)(=O)C1 (stereo unspecified)	-8%	3%	-1	-10%	4%	3	0%
O=C(CCN1C(=O)C2C3CCC(C3)C2C1=O)Nc1ccccc1C(F)(F)F (stereo unspecified)	11%	1%	1	4%	35%[activator][5.75 µM]	-2	-2%
Nc1nc2ncc(-c3ccsc3)c(N)n2n1	6%	1%	-3	13%	1%	-11	1%
COc1cccc(/C=N/NC(=O)C(=O)N2CCCCCC2)c1O	-5%	-10%	21*	16%	50%[activator]	15	-14%
COc1cccc(CN2CCNC(=O)C2CC(=O)N2CCCCO2)c1OC (stereo unspecified)	13%	6%	3	14%	-30%	-6	2%
CC(=O)Nc1ccc(CN2CCCCCCC2)cc1	?	-15%	9	-26%	?	23	0%
Cc1ccc(NS(=O)(=O)c2cccc(C(=O)NCC(c3cccs3)N3CCOCC3)c2)cc1 (stereo unspecified)	?	-7%	.	?	?	.	.
O=S(=O)(c1ccc(Oc2ccc(S(=O)(=O)N3CCOCC3)cc2)cc1)N1CCOCC1	-12%	-7%	-1	?	?	45	7%
NC(=O)c1ccsc1NC(=O)CSc1nc2ccccc2c(=O)n1CCCO	?	7%	4	?	18%	-6	5%
Cc1cc(C(F)(F)F)c(C#N)c(SCC(=O)NC(C)(C)C)n1	-14%	0%	-2	?	?	-8	1%
Cn1ncc(C(=O)Nc2ccc(OC(F)(F)F)cc2)c1-n1cccc1	-12%	1%	-1	-21%	15%	16	4%
COc1ccc(N2CC(C(=O)N3CCN(Cc4ccc5c(c4)OCO5)CC3)CC2=O)cc1 (stereo unspecified)	-4%	-5%	-2	0%	0%	-5	-7%
CCC(CO)Oc1cc(NC(=O)c2ccccc2)c2ncn(C(C)C)c2c1 (stereo unspecified)	?	-9%	.	?	?	.	.
Nc1cc([N+](=O)[O-])ccc1Nc1ccccc1	?	-1%	17	-7%	167%[activator]	2	0%
O=C(C1=C(O)C(=O)N(Cc2ccccc2)C1c1ccco1)c1ccco1 (stereo unspecified)	11%	-6%	-2	-12%	.	-46	8%
O=C(COc1ccccc1)N=C1SC2CS(=O)(=O)CC2N1c1ccccc1 (stereo unspecified)	14%	6%	-2	13%	0%	-6	14%
COc1cc(OC)c(C2C(C(=O)Nc3ccccc3)=C(C)Nc3ncnn32)cc1OC (stereo unspecified)	32%[activator]	-3%&1%	-3	20%	4%	-21	-4%
Cn1c(C(=O)N2CCC(C(=O)N3CCC4(CC3)OCCO4)CC2)cc2sccc21	.	0%	-5	-1%	-11%	-14	8%
CCOc1ccc2[nH]c(C)c(CN3CCCCC3)c(=O)c2c1	12%	-7%	-2	11%	-12%	-5	-2%
(more compounds)
SMILES	Pf growth 48h	TbPYK inhibitor	CHX counter	HCV inhibitor	Pf growth 96h	Shiga toxin inh	LmPK inh
CCN(CC)C(=O)C1CCN(Cc2ccc(Br)cc2)CC1	.	6%	2	7%	26%	-7	1%
Cc1cc(OCc2nc(-c3cccs3)no2)cc(C)c1Cl	.	1%	37*	-7%	37%[activator]	42*	-3%
CCOC(=O)C1C(=O)C=C(c2cccs2)CC1c1ccccc1 (stereo unspecified)	-30%	0%	7	-15%	0%	7	4%
CCOc1cc(/C=N/Nc2ncc(C)c(=O)[nH]2)ccc1O	-28%	-4%	8	-4%	28%	12	2%
Brc1ccc(-c2csc(N/N=C/c3ccco3)n2)cc1	?	-4%	40*	?	?	71*	1%
Cc1ccc2[nH]c(=O)c3cc(C(=O)N(CCCOC(C)C)Cc4ccco4)sc3c2c1	.	-1%&0%	1	?	5.9µM*	-14	-3%
Cc1ccc(S(=O)(=O)c2ccc([N+](=O)[O-])cn2)cc1	?	-2%	-3	?	?	-9	2%
CN(C)S(=O)(=O)c1cccc(COC(=O)CNC(=O)c2ccc(Br)o2)c1	48%[activator]	0%	.	?	31%[activator]	.	.
COc1ccccc1/C=C/CN1CCN(c2ccccc2)CC1	.	0%	1	18%	-22%	6	2%
O=c1[nH]c(=O)n(CCO)c2nnn(Cc3ccccc3)c12	9%	-2%	-4	17%	70%[activator]	-14	0%
Cc1ccc(SCC(=O)Nc2cccc(NC(=O)c3ccco3)c2)cc1	?	7%	9	17%	35%[activator]	15	6%
CN(C)CC(O)COC(c1ccc(Cl)cc1)c1ccc(Cl)cc1 (stereo unspecified)	?	2%	-5	3.2µM*	?	-23	3%
O=C(Nc1ccc(Br)cn1)c1cccc2c1-c1ccccc1C2=O	-4%	-10%	-6	-15%	2%	-8	1%
CCCc1cc(=O)n2[nH]c(CCc3ccccc3)nc2n1	132%[activator]	3%	-2	11%	11%	-7	-4%
CC(=O)N(CCc1cccc(C)c1)Cc1cc2cc(C)ccc2[nH]c1=O	-4%	-5%	-3	-5%	251%[activator]	-4	2%
CCC(CC)NC(=O)COC(=O)c1cc(Br)ccc1Cl	19%	3%	1	3%	25%	-13	3%
Cc1cccc(C)c1NC(=O)CSCCO	9%	-2%	-5	15%	?	-8	-4%
CN1C(=O)/C(=C/c2ccc(C(F)(F)F)cc2)Sc2ccc(C(=O)N3CCN(c4ccccn4)CC3)cc21	?	-10%	-3	14µM*	40%[activator]	-5	-10%
NCCc1ccc(O)cc1	-22%&-17%	0%&3%	1	22%	?	5	2%
COc1ccc(C(=O)N2CCCCC2C(=O)Nc2ccc(-n3nc(C)cc3C)cc2)o1 (stereo unspecified)	-12%	-24%	-1	-8%	10µM*	-8	3%
COc1cc(NS(=O)(=O)c2ccc(NC(=O)CN3C(=O)c4ccccc4C3=O)cc2)ncn1	27%	-9%	-5	-2%	64%[activator]	-2	3%
O=C(C1CCN(S(=O)(=O)c2cccs2)CC1)N1CCCCCC1	.	-10%	10	10%	?	15	-8%
O=C(NC1CCC(NC(=O)C(F)(F)C(F)F)CC1)C(F)(F)C(F)F (stereo unspecified)	.	35%	7	8%	13µM*	53	6%
